BCR signal inh = blocks chronic active B-cell receptor signaling; AID 493014; ABC-DLBCL IkBa-CBG/CBR reporter, luminescence ratio, 4 h; Potency, µM (doses to about 46.1 µM), without a hit: top-dose ratio change, negative = lower green/red ratio, actives largely listed as inhibitors; 340,000 compounds, 0.05% hits; active = well fitted inhibition curve with a large enough effect in the signal ratio, with a control signal flat, not every such curve was filed as active; inconclusive = small, poorly fitted or top-dose-only effect, or effect the other way, or a change in a side signal; the % refers to the signal ratio;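 note: potency is the fitted concentration of half-maximal effect; plate controls were basal doxycycline-induced cells for no effect and cells given 10 µM MG132 for full effect; MG132 reads +100%, hits lower the ratio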
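Compounds up to 46 uM were incubated four hours with TMD8 cells whose green CBG68 luciferase is fused to IkappaBalpha; red CBR luminescence normalised the signal, and concentration-effect curves were fitted to fusion, red and ratio data.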
Mito fusion act = inhibitors of mitochondrial division or activators of mitochondrial fusion; AID 485298; S. cerevisiae fusion-defective mutant growth rescue, CellTiterGlo 48 h; 320,000 compounds, 0.23% hits; Potency, µM (top dose mostly 46.1 µM), for the others: at the highest dose growth rescue (activation), actives largely listed as activators;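 note: potency is the fitted concentration of half-maximal effect; % of control where 0% means no effect; nearly all actives have a fitted effect of over 45% in size; temperature-sensitive fusion mutants such as fzo1-1 at 37 °C on non-fermentable ethanol glycerol medium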
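Compounds are tested for their ability to restore growth of mitochondrial fusion-defective yeast strains at non-permissive 37C in YPEG medium over 48 hours. Viability is quantified by luciferase luminescence.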
a7 integrin act = integrin-mediated muscular dystrophy alleviation activation | alpha7betagal myoblasts, beta-gal FDG fluorescence, 48 h | Potency, µM (top dose mostly 38.3 µM), for the others: at the highest dose activation, most hits filed as activators | 350,000 compounds, 0.064% hits | AID 624291;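 note: potency is the fitted concentration of half-maximal effect; 100% = response of the positive control SU9516; nearly all actives have a fitted effect of over 60% in size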
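alpha7betagal+/- myoblasts (passage 13, 250/well) treated 48 h at 37C with compounds at 1:260 dilution of DMSO stock. Lysed, then beta-galactosidase activity read as FDG fluorescence (ex 480/em 540) after 30 min, with pre-read for autofluorescence.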
TSHR antag = blocks TSH signaling through the human TSH receptor; P16473; TSHR-expressing cells, TSH-stimulated cAMP HTRF, 2 h; hits give low values; activity change, negative = inhibition, % at 11.5 µM; 330,000 compounds, 0.2% hits;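 active = activity change below a set negative limit, meaning inhibition stronger than a set level, cut at about -70% in these data; inconclusive = activity change between two set negative limits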; note: % is set by controls: 0 for no effect and ±100 for the full control effect
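Competitive HTRF cAMP read-out (cryptate anti-cAMP antibody, cAMP-d2; 30 min, room temperature) in freshly harvested TSHR cells. Compounds added before TSH at EC80 (4nM final), followed by 2 hours' incubation at 37 deg C.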
Tb PFK inh = inhibitors of T. brucei phosphofructokinase; O15648; T. brucei PFK, ADP-Glo luminescence; Potency, µM (top dose mostly 57.5 µM), for inactives: at the top dose activity, negative = inhibition, usual class: inhibitors; 330,000 compounds, 0.17% hits;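 note: potency is the fitted concentration of half-maximal effect; 0% = uninhibited 1x PFK enzyme wells and -100% = no-enzyme wells; nearly all actives have a fitted effect of over 60% in size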
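Activity is normalized to no-enzyme wells (full inhibition) and 1.25 nM enzyme wells (no inhibition). Reaction: 0.5 mM F6P, 0.1 mM ATP, 45 min RT, ADP-Glo luminescence; concentration-response curves fitted and classed by quality.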
ASM inhibitor = blocks human secretory acid sphingomyelinase; 340,000 compounds, 0.006% hits; AID 504937; Potency, µM (titrated, usually from 57.5 µM), for inactives: top-dose activity change, negative = inhibition, most hits filed as inhibitors; placental ASM, HMU-PC fluorogenic substrate, 60 min; note: potency is the fitted concentration of half-maximal effect
Target sequence (P17405 47-631 limits assumed): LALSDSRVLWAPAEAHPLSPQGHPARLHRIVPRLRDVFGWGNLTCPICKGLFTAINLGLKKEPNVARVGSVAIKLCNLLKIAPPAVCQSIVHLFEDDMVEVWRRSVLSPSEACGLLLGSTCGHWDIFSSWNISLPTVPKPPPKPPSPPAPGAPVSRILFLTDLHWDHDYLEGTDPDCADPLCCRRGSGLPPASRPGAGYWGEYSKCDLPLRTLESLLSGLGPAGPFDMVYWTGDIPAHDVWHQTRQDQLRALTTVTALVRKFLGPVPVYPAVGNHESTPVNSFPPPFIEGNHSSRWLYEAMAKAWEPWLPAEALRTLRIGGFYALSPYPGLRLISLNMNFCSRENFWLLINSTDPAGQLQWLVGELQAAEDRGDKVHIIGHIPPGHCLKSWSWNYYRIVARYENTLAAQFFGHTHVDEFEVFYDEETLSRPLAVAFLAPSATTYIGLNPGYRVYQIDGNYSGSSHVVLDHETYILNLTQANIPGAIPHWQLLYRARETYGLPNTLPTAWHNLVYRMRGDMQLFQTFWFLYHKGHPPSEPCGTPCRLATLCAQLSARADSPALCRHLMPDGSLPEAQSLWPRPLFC
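HMU-PC0 cleavage (9 uM final) by human placental ASM, 60 min at 37 °C following 10 min compound exposure at RT; stopped at pH 10, fluorescence Ex 386/Em 447 nm.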
TCR activator = activators of T cell receptors. 330,000 tested, under 10 active. Potency, µM (top dose mostly 9.22 µM), for inactives: at the top dose activation of IL-2 secretion, most hits filed as activators. AID 504894. primary human leukocytes, anti-CD3, IL-2 HTRF, 48 h; note: % of control where 0% means no effect
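TCR engagement came from a-CD3 beads alone, with compounds added to primary human leukocytes for 48 hr. Secreted IL-2 bridged europium cryptate- and d2-labelled anti-IL-2 antibodies, giving FRET emission at 665nm after 320nm excitation.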
Eya2 inh = Eya2 (human) phosphatase inhibition. O00167. recombinant Eya2, OMFP fluorescence dephosphorylation (OMFP is methylfluorescein phosphate). Potency, µM (highest dose often 76.9 µM), for inactives: at the top dose activity, negative = inhibition, usual class: inhibitors. 330,000 compounds, 0.006% hits. AID 488837; note: potency is the fitted concentration of half-maximal effect; % is set by controls: 0 for no effect and ±100 for the full control effect
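Eya2 protein (added as 0.2 uM solution) was preincubated with compound for 10 min at ambient temperature in 50 mM HEPES pH 7.5, 50 mM NaCl, 5 uM MgCl2, 0.05% BSA, 1 mM DTT. OMFP (added at 50 uM) then reacted 10 min; fluorescence read at 485/525 nm.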
A-T KAP1 phos = potential ataxia-telangiectasia treatments restoring KAP-1 phosphorylation; […] A-T fibroblasts, KAP-1 phosphorylation AlphaLISA; neocarzinostatin DNA damage 30 min before lysis; Potency, µM (top dose mostly 57.5 µM), for the others: at the highest dose activation, most hits filed as activators; 320,000 compounds, 0.19% hits; AID 485349; note: potency is the fitted concentration of half-maximal effect; % of control where 0% means no effect; nearly all actives have a fitted effect of over 45% in size
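hTERT-immortalized A-T patient fibroblasts ([…]), 500 cells/well in OPTI-MEM, 1% FBS, got compounds for 60 min, then NCS for 30 min at 37C. Lysates were then assayed for phospho-KAP-1 by AlphaLISA (anti-pKAP1 donor, anti-KAP1 acceptor beads), 6 hr at 25C.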
ELG1 DNA repair = inhibitors of ELG1-dependent DNA repair in HEK293T cells. HEK293T ELG1-luciferase reporter, luminescence, 16 h; DNA damage induced by 5-fluorouridine. Potency, µM (top dose mostly 46.1 µM), without a hit: at the top dose activity change, negative = inhibition, usual class: inhibitors. 330,000 compounds, 2.3% hits. AID 504467; note: potency is the fitted concentration of half-maximal effect; % is set by controls: 0 for no effect and ±100 for the full control effect; nearly all actives have a fitted effect of over 55% in size
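Overnight (16 hr) co-exposure of 2,000 cells/well to 5-fluorouridine and compound at 37 °C preceded detection. Luciferase was quantified via ONE-Glo luminescence; loss of signal denotes inhibition.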
PTAP TSG101 blk = blocks PTAP/TSG101 interaction to inhibit HIV-1 budding. Potency, µM (top dose mostly 115 µM), for inactives: top-dose activity change, negative = inhibition, hits mostly inhibitors. Q99816. Fluorescence polarization, FITC-PTAP peptide / Tsg101 binding. 340,000 tested, under 10 active. AID 493005; active = well fitted inhibition curve with a large enough effect in the main read-out, with a control signal flat, not every such curve was filed as active; inconclusive = small, poorly fitted or top-dose-only effect, or effect the other way, or a change in a side signal; inactive = no such curve, though single readings can be large or run the other way; note: potency is the fitted concentration of half-maximal effect; % of control where 0% means no effect
Target sequence (Q99816 whole entry, looked up): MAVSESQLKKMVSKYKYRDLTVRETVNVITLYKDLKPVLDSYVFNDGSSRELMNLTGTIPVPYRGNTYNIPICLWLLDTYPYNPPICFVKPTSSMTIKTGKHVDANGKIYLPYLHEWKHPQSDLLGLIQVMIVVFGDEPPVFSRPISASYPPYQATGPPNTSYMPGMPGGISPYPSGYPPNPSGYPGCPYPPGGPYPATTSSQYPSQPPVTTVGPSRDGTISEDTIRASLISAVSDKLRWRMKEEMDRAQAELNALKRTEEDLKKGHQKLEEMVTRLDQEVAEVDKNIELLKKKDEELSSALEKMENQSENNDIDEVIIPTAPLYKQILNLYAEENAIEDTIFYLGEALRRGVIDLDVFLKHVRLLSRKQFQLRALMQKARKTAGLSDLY
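Compounds were pin-transferred onto Tsg101 binding domain (10 uM final) in HEPES pH 7.5 buffer, then FITC-PTAP peptide was added at 50 nM final. After 20 min at RT, polarization reported peptide displacement across a qHTS concentration series.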
Starred values were filed as active, the others as inactive; ? = inconclusive; · = no result given; [ ] = dose if it differs, or a comment. Unless noted, calls come from the whole dose curve; as a rule, active = well fitted curve in the direction sought with a large enough effect; inconclusive = small, poorly fitted or top-dose-only effect, or another doubt; inactive = no such curve, though single readings can be large; an effect the other way counts as inactive or inconclusive.

SMILES	BCR signal inh	Mito fusion act	a7 integrin act	TSHR antag	Tb PFK inh	ASM inhibitor	TCR activator	Eya2 inh	A-T KAP1 phos	ELG1 DNA repair	PTAP TSG101 blk
CCN(CC)C(=O)c1ncn(C)c1C(=O)N(CC)CC	1%	·	5%	-1	-1%	0%	-4%	17%	-6%	13%	-1%
Cc1ccc(S(=O)(=O)N(CC2CO2)c2cc(Cl)ccc2Cl)cc1 (centres undefined)	?	10%	-46%[inhibitor]	-8	-1%	24%	1%	-2%	1%	-16%	-1%
Cc1ccc(S(=O)(=O)N2CCCN(S(=O)(=O)c3ccc4ccccc4c3)CC2)cc1	-4%	23%	26%	-25	-1%	-1%	5%[46.1 µM]	-2%	5%	?	-8%
CCCNC(=O)NC(C(=O)OC)C12CC3CC(CC(C3)C1)C2 (centres undefined)	11%	-2%	4%	-9	-3%	2%	-16%	-27%	-4%	0%	-1%
O=c1c2cnn(-c3ccccc3)c2nc(-c2cccs2)n1-c1cccc(Cl)c1	-12%	?	1%	6	5%	-15%	4%[46.1 µM]	-1%	2%	15µM*	1%
CCc1c(C(=O)Nc2ccc(OC)c(Cl)c2)[nH]c(C)c1C(C)=O	-12%	2%	11%	-6	-3%	-1%	2%	7%	0%	-4%	-6%
COc1ccc(-n2nc(C(=O)NCC(=O)NCC3COc4ccccc4O3)c3ccccc3c2=O)cc1 (centres undefined)	6%	-1%	0%	-4	-8%	-1%	7%	-1%	-5%	?	-1%
CCn1cc(C(=O)NC2CCCCCC2)c(=O)c2ccc(C)nc21	5%	4%	13%	-1	-2%	-9%	-2%	-12%	-2%	10%	-6%
CC(C)(COC(=O)Nc1ccccc1)COC(=O)Nc1ccccc1	-15%	?	-15%	-12	5%	-16%	1%	-3%	10%	2%	-8%
COc1ccc(CC(NC(C)=O)C(=O)NC2CCN(S(=O)(=O)c3cccc4ccccc34)CC2)cc1OC (centres undefined)	4%	-3%	-9%	-8	-5%	0%	3%	0%	5%	4%	-1%
COc1cc2c(cc1OC)CN(C(=O)c1ccc(Br)o1)CC2	?	-6%	-4%	-2	1%	3%	1%	-3%	-6%	15%	-3%
CCOC(=O)C1CCCN(C(=O)c2cccc(S(=O)(=O)N3CC(C)OC(C)C3)c2)C1 (centres undefined)	-3%	-16%	20%	-12	4%	4%	-10%	8%	-1%	?	-2%
COc1ccc(NC(=O)c2coc(C)c2)cc1	-10%	4%	7%	-6	0%	-3%	3%	12%	4%	?	-3%
COC(=O)c1ccccc1NC(=O)C1CCN(C(=O)N2CCOc3ccccc32)CC1	19%	-2%	0%	-1	1%	4%	-4%	-6%	-1%	?	-4%
Cc1cccc(N(C(=O)CNC(=O)c2ccco2)C(C(=O)NC2CCCC2)c2ccncc2)c1 (centres undefined)	7%	-1%	22%	2	-2%	6%	-7%[46.1 µM]	10%	·	3%	-1%
CCCOc1ccccc1N/C(=N/c1nc(C)cc(C)n1)NC(=O)Nc1ccc(Cl)cc1	?	-4%	-45%[inhibitor]	10	-11%	-8%	3%	-2%	5%	-29%	-3%
CCC(C)(C)NC(=O)CN(C(=O)c1csnn1)c1cccc2c1CCCC2	-11%	-5%	20%	-2	0%	-3%	-3%	-1%	2%	-8%	-2%
N#CCCN(C(=S)NC(=O)C1CCCCC1)c1ccccc1F	5%	·	-5%	0	3%	5%	-6%[46.1 µM]	5%	10%	1%	-3%
COc1cc(NS(=O)(=O)N2CCCC2)cc(OC)c1OC	-3%	-3%	25%	7	0%	-5%	6%	6%	0%	3%	-2%
O=C(Nc1ccc(Br)cc1)c1ccco1	?	5%	2%	1	-2%	9%	·	-4%	0%	?	-20%
CC(C)(C)NC(=O)c1ccc(NC(=O)C2COc3ccccc3O2)cc1 (centres undefined)	4%	6%	6%	-9	-1%	-4%	1%	-6%	2%	-8%	-6%
O=C(CCc1nnc(-c2ccccc2)o1)c1ccc(Cl)cc1	?	0%	14%	-1	6%	2%	0%	3%	0%	8%	4%
N#Cc1cc(C#N)c(SCC(=O)NCC2CCCO2)nc1N (centres undefined)	1%	-2%	-14%	8	-2%	-2%[11.5 µM]	0%	-7%	1%	2%	-3%
CCC(C)N(C(=O)Cn1c(Cl)nc2c1c(=O)n(C)c(=O)n2C)C1CCS(=O)(=O)C1 (centres undefined)	-5%	-2%	19%	22	-3%	-2%	-5%	-3%	6%	13%	-1%
CSc1ccccc1C(=O)NCC(c1ccco1)N(C)C (centres undefined)	-2%	13%	-15%	-17	-2%	-18%	-2%	7%	8%	9%	-1%
O=C(Nc1ccc(-c2cnco2)cc1)c1ccccc1	?	1%	-10%	5	-8%	0%	10%	8%	3%	?	-3%
COc1ccc(C)cc1NC(=O)NCCC1=CCCCC1	6%	-6%	2%	-4	5%	0%	-1%	-15%	0%	5%	-9%
COc1ccc(CNC(=O)CN(c2ccc(OC)cc2)S(=O)(=O)c2c(C)[nH]c(=O)[nH]c2=O)cc1	4%	-5%	26%	1	11%	0%	12%	-5%	-2%	8%	-3%
Cc1ccc(C)c(NC(=S)NNC(=O)c2sccc2C)c1	?	-3%	1%[7.66 µM]	-1	1%	1%	8%	8%	1%	?	-11%
Cc1ccc(NC(=S)Nc2ccc(OC(F)F)c(Cl)c2)cc1F	16%	-6%	-24%	6	-18%	-4%	-3%	0%	-6%	?	-7%
Cc1noc(C)c1CSCC(=O)Nc1ccc(S(C)(=O)=O)cc1	-1%	1%	-9%	·	-1%	-5%	·	14%	?	-6%	-4%
CC(=O)Nc1sc(C)c(C)c1C(=O)OCCOc1ccccc1	?	3%	0%	-8	-1%	-29%	-10%	-28%	13%	?	-1%
CC(Sc1nc2scc(-c3ccccc3)c2c(=O)[nH]1)C(=O)NC(N)=O (centres undefined)	?	1%	-10%	-9	3%	2%	-4%	?	0%	-2%	1%
CCC(=O)c1c(NC(C)C)cc(C)oc1=O	10%	-2%	-13%	1	-3%	-1%	-15%	-1%	1%	9%	-3%
O=C(OC(C(=O)NCc1ccccc1)c1ccccc1F)c1ccco1 (centres undefined)	3%	-13%	12%	-2	-1%	-1%	-2%	-5%	-2%	1%	-5%
Cc1c(C(=O)OC(C)C)sc(NC(=O)C2CCCO2)c1C(=O)OC(C)C (centres undefined)	16%	5%	-11%	-8	0%	-3%	-2%	-2%	·	?	-6%
CCNc1nc(Oc2ccccc2)nc(OC(C)C(=O)OCC)n1 (centres undefined)	-3%	3%	-15%	-4	1%	5%	1%[46.1 µM]	-2%	0%	-11%	-9%
CC1=[N+](C)c2c(ccc3cccnc23)C1(C)C	?	-19%	?	-15	-7%	378%[activator]	-4%	4%	3%	?	-3%
CCS(=O)(=O)N1N=C(c2ccc(NS(C)(=O)=O)cc2)CC1c1ccccc1 (centres undefined)	1%	-4%	1%	5	1%	1%	10%[46.1 µM]	5%	-2%	13%	14%
COC(=O)c1ccc(CN2CCC(CO)(Cc3ccc(OC)cc3)CC2)cc1	-2%	13%	-11%	1	0%	0%	13%	2%	-2%	?	-2%
O=C(OCc1nc2ccsc2c(=O)[nH]1)c1cc(Br)c(Br)s1	0%	1%	1%	·	-15%	-3%	2%	-13%	-3%	-1%	-2%
Cc1cc(Nc2nnnn2-c2ccccc2)n(-c2ccccc2)n1	?	0%	9%[7.66 µM]	-8	1%	2%	-4%	-14%	-5%	4%	-6%
N#Cc1c(NC(=O)C2C3C=CC(C3)C2C(=O)O)sc2c1CCCCC2 (centres undefined)	0%	28%	17%	-10	4%	-4%	2%	3%	-8%	6%	-7%
